# Screening results: PubChem BioAssay, several laboratories
# Lmaj promast: Leishmania major promastigote growth inhibition, primary screen. actives 9% (n = 200,000). inhibition, % at 10 µM. Leishmania major promastigotes, resazurin fluorescence viability. AID 1063, 2008; in the data active = inhibition above about 50%;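 note: promastigotes grown with compound for 44 hours at 28 °C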
# RAM inhibit: inhibitors of the yeast RAM network, primary screen, dse1pr::URA3 reporter, 5-FOA selection. actives 1.8% (n = 190,000). inhibition, % at 50 µM. S. cerevisiae dse1pr::URA3 reporter, 5-FOA growth OD615, 2 d; analog-sensitive cbk1-as2 kinase mutant strain;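 active = inhibition above a set limit, 3 SD over mean compound inhibition, cut at about 8.4% in these data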;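 note: 0% = DMSO-only wells with no growth and 100% = 10 µM 1-NA-PP1 full growth; inhibition rescues growth on 5-FOA so higher OD means more RAM inhibition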
# TNAP inh noacc: human TNAP enzyme inhibitors, primary screen, biochemical, luminescent, no phosphate acceptor, uHTS. Alkaline phosphatase, tissue-nonspecific isozyme (Homo sapiens), P05186. purified TNAP, CDP-star luminescence, 30 min. inhibition, % at 20 µM. actives 0.26% (n = 200,000);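 active = tissue-nonspecific alkaline phosphatase inhibition above about 50% at 20 µM in the single-dose screen, limit read from the data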;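 note: 0% = DMSO negative control and 100% = EDTA positive control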
# Target sequence (P05186 whole entry, looked up): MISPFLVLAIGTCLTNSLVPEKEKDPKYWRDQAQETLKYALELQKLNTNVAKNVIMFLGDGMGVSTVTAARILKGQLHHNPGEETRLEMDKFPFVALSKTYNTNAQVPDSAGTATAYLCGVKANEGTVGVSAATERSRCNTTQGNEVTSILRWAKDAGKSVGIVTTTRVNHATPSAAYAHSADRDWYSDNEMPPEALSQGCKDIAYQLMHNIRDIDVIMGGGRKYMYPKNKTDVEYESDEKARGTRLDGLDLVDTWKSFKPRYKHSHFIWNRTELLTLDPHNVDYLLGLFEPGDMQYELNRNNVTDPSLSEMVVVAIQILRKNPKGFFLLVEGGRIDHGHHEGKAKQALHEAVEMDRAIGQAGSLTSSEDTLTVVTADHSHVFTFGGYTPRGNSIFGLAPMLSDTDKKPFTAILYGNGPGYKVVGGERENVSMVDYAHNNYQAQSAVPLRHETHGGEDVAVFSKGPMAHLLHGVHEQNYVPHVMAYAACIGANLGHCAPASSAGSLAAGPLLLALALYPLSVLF
# TNAP inh hi DEA: human TNAP enzyme inhibitors, primary screen, biochemical, luminescent, high phosphate acceptor level, uHTS | purified TNAP, CDP-star luminescence, 1 M DEA | AID 1135, 2008 | Alkaline phosphatase, tissue-nonspecific isozyme (Homo sapiens), P05186 | inhibition, % at 20 µM | actives 0.03% (n = 200,000);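 active = over 50% inhibition of tissue-nonspecific alkaline phosphatase at 20 µM in the single-dose screen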;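 note: plate controls were DMSO wells for no effect and EDTA-quenched wells as full inhibition for full effect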
# HMGR II inh: inhibitors of E. faecalis class II HMGR, primary screen, biochemical, Enterococcus faecalis. HMG-CoA reductase (Enterococcus faecalis, mvaE). purified E. faecalis HMGR, NADPH absorbance 340 nm kinetic. inhibition, % at 10 µM. actives 0.41% (n = 190,000);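 active = inhibition above a set limit, the median over all tested compounds plus 3 SD, cut at about 9.5% in these data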;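 note: enzyme runs in reverse so mevalonate oxidation gives rising NADPH absorbance; 0% = complete reaction with DMSO and 100% = background rate lacking mevalonate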
# Hsp70 act: Hsp70 transcriptional activators, primary screen, cell-based, HeLa, Hsp70 promoter luciferase, luminescence, 10 µM | activation, % at 10 µM | actives 0.04% (n = 200,000) | AID 1203, 2008 | HeLa Hsp70 promoter luciferase reporter; scaled: vehicle 0, proteasome-inhibitor control 100%;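 active = activation above the mean across all tested compounds plus 3 SD, cutoff set per campaign, cut at about 5.5% in these data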;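 note: 100% = MG132 at 30 µM as the positive control and 0% = DMSO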
# PMI act hi M6P: human PMI activators, high substrate, primary screen, biochemical, fluorescence intensity, near-saturating mannose 6-phosphate; Mannose-6-phosphate isomerase (Homo sapiens), P34949; activation factor at 20 µM; coupled PMI enzyme assay, resazurin fluorescence, 20 min; hits give high values; 1 = untreated enzyme, 0 = substrate-free blank; actives 0.34% (n = 190,000);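 active = activation factor of 2 or more at 20 µM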
# Target sequence (P34949 whole entry, looked up): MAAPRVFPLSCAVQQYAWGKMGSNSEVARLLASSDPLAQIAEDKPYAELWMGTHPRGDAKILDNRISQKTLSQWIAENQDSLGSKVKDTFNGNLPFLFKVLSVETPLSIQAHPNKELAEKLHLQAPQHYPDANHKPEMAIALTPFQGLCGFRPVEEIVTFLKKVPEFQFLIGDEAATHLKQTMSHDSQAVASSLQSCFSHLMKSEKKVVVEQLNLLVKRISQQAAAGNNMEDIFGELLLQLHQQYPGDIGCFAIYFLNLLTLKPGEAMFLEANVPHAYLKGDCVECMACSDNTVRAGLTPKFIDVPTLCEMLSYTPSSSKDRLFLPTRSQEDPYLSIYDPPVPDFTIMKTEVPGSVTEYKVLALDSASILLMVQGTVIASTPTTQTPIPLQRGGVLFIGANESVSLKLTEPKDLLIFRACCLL
#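 Test system: human phosphomannose isomerase with PGI, G6PDH, diaphorase coupling enzymes / Doses: 20 µM compound, 1% DMSO / Times: enzyme reaction with compound 20 min at room temperature / Measured by: Diaphorase-driven resazurin-to-resorufin fluorescence, excitation 544, emission 590 nm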
# DTT redox prof: compounds producing H2O2 with reducing agent – biochemical, NIH compound library profiling, artefact control for MLSCN library redox annotation, primary screen; activation, % at 10 µM; DTT-dependent redox cycling H2O2, phenol red/HRP absorbance; 100% = 100 µM peroxide control, 0% = buffer; AID 878, 2007; actives 0.03% (n = 200,000);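 active = activation of at least 50% relative to the plate's high and low controls in the primary single-dose screen; inactive = activation below 50%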;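 note: compound incubated with DTT at 0.8 mM final as the reducing agent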
# S1P3 antag: S1P3 receptor antagonists, primary screen, cell-based. Sphingosine 1-phosphate receptor 3 (Homo sapiens), Q99500. AID 485, 2006. inhibition, % at 4.98 µM. actives 0.27% (n = 170,000). CHO S1P3 NFAT-BLA reporter, FRET fluorescence, antagonist mode;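 active = inhibition above the plate cutoff, the mean inhibition of test wells on that plate plus 3 SD, cut at about 28% in these data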;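 note: cells challenged with S1P at its EC80 of 0.8 µM; blue over green emission ratio from cleaved BLA substrate after 4 h stimulation; 0% = S1P-stimulated wells and 100% = unstimulated DMSO-only wells; some compounds past the cut are filed as inactive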
# PMI act: activators of human PMI, primary screen, biochemical, fluorescence intensity, near-Km mannose 6-phosphate; Mannose-6-phosphate isomerase (Homo sapiens), P34949; actives 0.005% (n = 190,000); purified human PMI, coupled resazurin fluorescence, 20 min; hits give high values; 1 = vehicle control, 0 substrate-free wells; activation factor at 20 µM; AID 1214, 2008;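 active = activation factor of 2 or more at 20 µM, relative to plate controls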
# * = called active by the depositor; x = not tested or not shown.
Compound	Lmaj promast	RAM inhibit	TNAP inh noacc	TNAP inh hi DEA	HMGR II inh	Hsp70 act	PMI act hi M6P	DTT redox prof	S1P3 antag	PMI act
CN(C)S(=O)(=O)NCCNc1ccc(C(F)(F)F)cc1[N+](=O)[O-]	-5	0.1	0	4	-6	-0.1	1	-1.1	12	1
COc1ccc(-c2cc(C(=O)Nc3c(C)nn(Cc4ccccc4)c3C)no2)cc1	-11	4.4	-3	1	-7	-0.3	0.9	0.9	x	0.8
Nc1ncc(Br)cc1Br	-4	0.5	-7	1	1	-0.5	1.1	-0.1	-12	1
CN(C)c1ccc(/C=C(\C#N)c2ccccn2)cc1	3	1.2	12	11	1	-0.7	0.7	-0.6	8	0.8
O=C(CN1CCCCC1)NCC1(c2ccccc2)CCCC1	0	2.0	-8	0	-3	-0.3	x	-0.1	-11	x
CC(C)CNC(=O)NC(=O)COC(=O)c1cc(F)cc(F)c1	-11	1.6	-7	-1	0	-0.4	1	0.3	4	1.1
CCn1c(=O)c2cc(C(=O)N3CCN(C)CC3)sc2c2ccccc21	0	2.4	-9	-2	-6	-0.4	0.9	-1.1	x	0.9
O=C(Nc1ccc(Nc2ccccc2)cc1)C1CC1	1	1.2	-12	-6	2	-0.3	1	5.2	27	0.9
Cc1ccc(S(=O)(=O)Nc2cc(C)c(O)cc2C)cc1	12	0.6	12	1	-9	-0.3	1.1	0.1	8	1.2
CCOC(=O)CSc1nc(C(C)C)nc2sc(C)c(C)c12	-2	4.1	-4	0	7	-0.2	1	0.3	-18	1
Cc1ccc(-n2nc3c(c2NC(=O)/C=C\c2ccc4c(c2)OCO4)CSC3)c(C)c1	99*	3.0	0	-4	-1	0.2	0.9	0.7	7	0.9
O=C(Nc1ccc(-n2nncc2-c2ccco2)cc1)c1cc2ccccc2oc1=O	1	2.3	-7	-1	-2	-0.6	1	1.3	x	1
CCN1C(=O)C(O)(C2COC(C)(C)CC2=O)c2ccccc21 (stereo unspecified)	-5	2.0	2	-2	3	-0.1	1	1.3	x	1.1
O=C(NC1CCCCCC1)c1cc(S(=O)(=O)N2CCCCC2)ccc1N1CCOCC1	2	-0.1	-10	1	-8	0.2	1.9	-0.4	-18	1.5
O=C(NC1CCCCC1)NC1CC2CCC(C1)N2C(=O)NC1CCCCC1 (stereo unspecified)	-4	-0.2	-2	-2	-2	0.0	0.9	-0.1	19	1
CS(=O)(=O)N1Cc2ccccc2CC1C(=O)Nc1ccccc1C(N)=O (stereo unspecified)	-2	-0.5	-10	-4	-4	0.1	0.9	-0.5	x	0.9
Cc1cc(NCCO)c2cc(O)ccc2n1	10	0.7	-9	-2	-2	-0.1	1	0.6	x	0.9
CO/N=C(/CS(=O)(=O)Cc1ccccc1Cl)c1ccc(Cl)cc1Cl	-2	2.5	-1	0	-4	0.0	0.9	2.4	x	0.8
CN(c1ccccc1)S(=O)(=O)c1cccc(NC(=O)CSc2nncn2C)c1	57*	1.2	-13	-2	2	-0.2	1.4	0.1	8	1.2
COc1ccc(C(=O)C[n+]2cn(C(F)F)c3ccccc32)c(F)c1	2	1.8	-1	-6	-4	0.1	1.1	-0.1	-24	1.3
O=C(/C=C/c1ccco1)NC(=S)Nc1cccc(-c2nc3ccccc3o2)c1	14	3.0	-3	0	-1	0.0	1	-4.0	x	0.9
O=C(Cn1ncc2c1-c1ccccc1OC2)N1CCN(Cc2ccc3c(c2)OCO3)CC1	-5	1.4	-14	-4	0	-0.6	0.9	-3.9	12	0.9
CCC(C)(C)c1ccc(OCCCC[n+]2ccc(C)cc2)c(C(C)(C)CC)c1	100*	-1.2	5	0	-2	-0.2	0.9	-0.6	-15	1
O=C(NC1CCCCC1)c1ccc(CNc2nc(=S)[nH]c3ccccc23)cc1	21	2.6	-7	-1	2	-0.1	1.1	-0.1	-1	1.1
Clc1ccc(-c2nnc(C3CCCCC3)o2)cc1	-6	1.3	-10	-9	5	-0.3	1	-0.9	x	1
CC(=O)OCCCNc1cc(Sc2nc3ccccc3s2)c2nonc2c1[N+](=O)[O-]	65*	5.1	-10	6	-1	-0.1	0.6	-3.4	x	0.5
Cc1cc(C(C#N)c2ccccc2)n2ncnc2n1 (stereo unspecified)	0	3.4	1	-4	1	1.3	1	-1.4	-4	1
Nc1c(S(=O)(=O)c2ccccc2)c2nc3ccccc3nc2n1CCN1CCOCC1	6	3.1	-6	-2	1	-0.6	0.9	-0.3	-4	1
CC(=O)N1CCCc2cc(S(=O)(=O)NCc3ccc(C)cc3)ccc21	39	-1.5	1	7	-3	-0.5	1	-0.5	-20	0.9
COc1cc(OC)cc(-n2c3nc4ccccc4nc3c3c(=O)n(CC4CCCO4)cnc32)c1 (stereo unspecified)	x	x	-9	-4	x	x	0.9	x	-23	1
CCNc1c([N+](=O)[O-])ncn1C	-4	1.1	-7	-2	1	-0.1	1.1	0.1	x	1
CCOC(=O)c1nc(Nc2ccccc2C)c2ccccc2n1	23	0.8	-12	-2	4	-0.2	1	-0.2	-2	1
Cc1ccc(C)c(N2CCN(C(=S)Nc3ccc4nc(N5CCN(C)CC5)cc(C)c4c3)CC2)c1	14	0.5	-8	1	-4	-0.3	0.8	-1.5	-14	1
COC(=O)CSc1nnc(-c2sc3ccccc3c2Cl)o1	-6	4.0	-9	-5	-4	-0.4	1.1	-9.6	x	1.1
Cc1ccc(S(=O)(=O)NNC(=O)C2CCN(Cc3ccccc3)CC2)cc1	85*	0.6	-13	-6	-2	-0.1	1.1	-1.7	x	1.1
CCCCNC(=O)CC1N=C2c3ccccc3N=C(SCC(=O)Nc3cccc(OC)c3)N2C1=O (stereo unspecified)	6	0.7	2	-4	-4	-0.2	0.9	0.1	9	1
CCOC(=O)c1oc2cc(O)c(CC)cc2c(=O)c1-c1ccc2c(c1)OCCO2	25	3.3	-8	-3	1	-0.3	0.7	0.0	-4	0.8
COC(=O)c1ccc(N2CCN(C(=O)c3ccccc3)CC2)c(NC(C)=O)c1	-2	-0.6	-1	-1	-3	0.0	1	0.2	40*	1
O=C(N/N=C/c1ccc(OC(F)F)cc1OC(F)F)NC1CCCCC1	40	2.5	-12	4	-1	0.8	0.9	-1.9	12	0.8
O=C(CS(=O)(=O)c1ccc2ccccc2c1)Nc1ccccc1Cl	1	0.9	-12	1	-7	-0.3	1	0.3	-4	0.9
O=C(NCc1ccccn1)c1ccc(CNS(=O)(=O)c2cccc(Cl)c2)cc1	9	2.0	-14	-1	5	-0.4	1	0.0	-6	0.8
NC(=O)CC[C@H](NC(=O)c1ccc(F)cc1)C(=O)OCC(=O)Nc1c(F)c(F)c(F)c(F)c1F	7	-0.7	11	1	-2	-0.3	1.1	-0.3	-8	1.1
COc1ccc(NC(=O)COc2nc3ccccc3nc2N2CCOCC2)c(OC)c1	-6	1.8	-7	-4	9	-0.2	1.1	-1.8	-11	1.1
CCCCS(=O)(=O)CC(COc1ccccc1)OC(=O)c1ccccc1 (stereo unspecified)	12	4.6	-4	0	-9	-0.2	0.9	1.4	x	0.9
COCCNC(=O)c1ccc(Cn2c(=S)[nH]c3cc4c(cc3c2=O)OCO4)cc1	-1	3.0	-2	-7	-8	0.2	1	-0.1	x	1
CCCc1ccc(Oc2cn[nH]c2-c2ccc(O)cc2O)cc1	95*	2.3	-53	-2	-1	0.0	0.9	0.2	30	0.9
Cc1cc(/C=C2\NC(=O)N(Cc3ccc(Cl)cc3)C2=O)c(C)n1C	10	2.4	-5	0	-5	-0.3	1.6	0.0	-2	1.4
CN=C(c1ccccc1)c1c(C)cccc1C	11	0.7	-6	1	-2	-0.3	1	-0.2	-2	1

# One compound at a time (already shown). Order of screens: Lmaj promast, RAM inhibit, TNAP inh noacc, TNAP inh hi DEA, HMGR II inh, Hsp70 act, PMI act hi M6P, DTT redox prof, S1P3 antag, PMI act
# Record of CCCCS(=O)(=O)CC(COc1ccccc1)OC(=O)c1ccccc1 (stereo unspecified) → 12, 4.6, -4, 0, -9, -0.2, 0.9, 1.4, x, 0.9
# Record of COCCNC(=O)c1ccc(Cn2c(=S)[nH]c3cc4c(cc3c2=O)OCO4)cc1 → -1, 3.0, -2, -7, -8, 0.2, 1, -0.1, x, 1

# Four compounds out of the list above, arranged by their value in TNAP inh hi DEA, falling.
SMILES	TNAP inh hi DEA
Cc1cc(/C=C2\NC(=O)N(Cc3ccc(Cl)cc3)C2=O)c(C)n1C	0
COC(=O)c1ccc(N2CCN(C(=O)c3ccccc3)CC2)c(NC(C)=O)c1	-1
CCCc1ccc(Oc2cn[nH]c2-c2ccc(O)cc2O)cc1	-2
COc1ccc(NC(=O)COc2nc3ccccc3nc2N2CCOCC2)c(OC)c1	-4

# (more compounds)
Compound	Lmaj promast	RAM inhibit	TNAP inh noacc	TNAP inh hi DEA	HMGR II inh	Hsp70 act	PMI act hi M6P	DTT redox prof	S1P3 antag	PMI act
COP(=O)(OC)c1nc(-c2ccccc2)oc1NCc1ccccc1	4	-0.1	-8	-1	-10	-0.3	1	-0.1	3	0.9
Cc1nnc(NC(=O)CCSc2ccccc2)s1	-2	2.2	-11	-7	-2	-0.3	0.9	-0.6	-14	0.8
COCC(=O)Nc1nnc(Cc2ccc(OC)cc2)s1	-5	2.4	-9	-4	4	-0.6	1	0.6	x	1
O=C(NCC1COc2ccccc2O1)c1cn(Cc2ccc(F)cc2)nn1 (stereo unspecified)	-5	3.4	-10	-6	-4	0.8	1	0.2	-32	1
CC(C)OC(=O)c1cccc(C(=O)OCc2ccco2)n1	50*	2.1	-22	-3	-3	0.4	1	0.3	-6	1

# The order is random. About 12% of those tested had a hit in this group.
